Source: PubChem
CTSL1 counter = Fasciola hepatica cathepsin L1 inhibitors, primary screen, counter-screen for PFM18AAP inhibitor project, biochemical, QFRET, fluorogenic peptide substrate. 300,000 tested, 0.49% active. recombinant F. hepatica cathepsin L1, Z-Leu-Arg-MCA fluorescence. AID 1906, 2009. inhibition, % at 5.96 µM;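 active means inhibition above the mean of all tested compounds plus 3 SD, set per screening campaign, cut at about 17% in these data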;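 further: 0% = plate median of test compound wells and 100% = 1 µM Z-Phe-Ala-diazomethylketone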
EBNA-1 inhibitor = EBNA-1 DNA-binding inhibitors, primary screen, biochemical, fluorescence polarization | inhibition, % at 14.8 µM | 300,000 tested, 0.34% active; in the data active means inhibition above about 28%
Efflux pump mplx = inhibitors of Candida efflux pumps in yeast, primary screen, S. cerevisiae, Nile Red, multiplex; S. cerevisiae Candida pump triplex; inhibition, % at 10 µM; 330,000 tested, 0.44% active;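 active means plate passing quality check with inhibition over a set limit, or well fluorescence over plate mean plus 4 SD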;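 further: Nile Red retained in pooled yeast measured as flow cytometry median fluorescence; 0% = buffer negative control and 100% = Enniatin B positive control; higher means more Nile Red kept so more efflux inhibition; some compounds called inactive have numbers as strong as hits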
PP5 inh = PP5 phosphatase inhibitors, primary screen, biochemical, fluorescence; 320,000 tested, 0.18% active; inhibition, % at 6.7 µM; Serine/threonine-protein phosphatase 5 (Homo sapiens), P53041; purified PP5c, OMFP substrate fluorescence;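 active means inhibition above the campaign's mean inhibition across all tested compounds plus 3 SD, cut at about 9.5% in these data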;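 further: 0% = DMSO only and 100% = 100 µM cantharidin control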
TPT1 inhibitor = Candida albicans TPT1 enzyme inhibitors, primary screen, biochemical, fluorescence polarization. recombinant caTPT1, FP RNA substrate dephosphorylation. tRNA 2'-phosphotransferase TPT1 (Candida albicans SC5314). 300,000 tested, 0.81% active. inhibition, % at 5 µM;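 active means inhibition above the mean of all tested compounds plus 3 SD, set per screening campaign, cut at about 24% in these data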;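 further: plate controls were DMSO alone for no effect and ferristatin control at 100 nM for full effect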
ZTA counter = blocks Epstein-Barr virus ZTA, an EBNA-1 counter-screen; P03206; inhibition, % at 11 µM; 320,000 tested, 0.15% active; ZTA-DNA binding, fluorescence polarization; in the data active means inhibition above about 33%
Target sequence (P03206 whole entry, looked up): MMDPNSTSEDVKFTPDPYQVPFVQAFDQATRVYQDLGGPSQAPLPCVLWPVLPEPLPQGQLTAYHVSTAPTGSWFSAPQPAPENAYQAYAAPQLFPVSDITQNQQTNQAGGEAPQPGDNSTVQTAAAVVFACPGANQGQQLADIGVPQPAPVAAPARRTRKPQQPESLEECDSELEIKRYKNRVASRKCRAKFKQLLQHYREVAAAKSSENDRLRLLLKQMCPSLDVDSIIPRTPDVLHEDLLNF
PP1 inh = PP1-alpha phosphatase inhibitors, primary screen, counter-screen for PP5 inhibitor project, biochemical, fluorescence, OMFP substrate, single point; 320,000 tested, 0.9% active; inhibition, % at 6.7 µM; purified PP1alpha; Serine/threonine-protein phosphatase PP1-alpha catalytic subunit (Homo sapiens), P62136;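 active means inhibition above the mean inhibition of all tested compounds plus 3 SD, computed separately for each screening campaign, cut at about 15% in these data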
Target sequence (P62136 whole entry, looked up): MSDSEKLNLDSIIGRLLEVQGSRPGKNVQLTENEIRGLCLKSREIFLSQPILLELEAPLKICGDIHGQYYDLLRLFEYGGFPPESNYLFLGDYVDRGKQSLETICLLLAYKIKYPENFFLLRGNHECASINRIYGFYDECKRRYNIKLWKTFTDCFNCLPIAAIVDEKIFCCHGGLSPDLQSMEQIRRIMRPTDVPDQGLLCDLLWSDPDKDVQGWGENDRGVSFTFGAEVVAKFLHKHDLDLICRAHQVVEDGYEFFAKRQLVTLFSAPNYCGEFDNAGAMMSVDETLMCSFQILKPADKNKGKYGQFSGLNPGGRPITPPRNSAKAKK
PREPL inhibitor = PREPL enzyme inhibitors, primary screen, biochemical, fluorescence polarization; Prolyl endopeptidase-like (Homo sapiens), Q4J6C6; recombinant PREPL, fluorescence polarization activity-based probe; inhibition, % at 5.96 µM; 320,000 tested, 0.68% active; in the data active means inhibition above about 43%;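 further: 0% = enzyme with DMSO and 100% = wells lacking enzyme; many of its hits are not listed in these tables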
HCV core dimer = inhibitors of HCV core protein dimerization, primary screen, biochemical, TR-FRET, high-throughput. AID 1899, 2009. inhibition, % at 5 µM. TR-FRET GST/Flag-core106 dimerization, 1536-well. 300,000 tested, 0.33% active;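 active means inhibition above the mean of all tested compounds plus 3 SD, set per screening campaign, cut at about 45% in these data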
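System: GST-tagged and Flag-tagged HCV core protein residues 1-106 / Input: core106 proteins, GST 13.5 nM and Flag 17 nM / Buffer or medium: KF-containing HEPES buffer, pH 7.45, DTT, CHAPS, BSA / Probe or stimulus: Eu-anti-GST and XL665-anti-Flag labelled anti-tag antibodies / Schedule: 4 h, 22.5 °C incubation / Technique: TR-FRET 671 and 617 nm emission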
* marks the source's active call; other numbers are inactive results; / = not tested or not shown. A portion of the library, so the mix of outcomes need not match the whole.

SMILES	CTSL1 counter	EBNA-1 inhibitor	Efflux pump mplx	PP5 inh	TPT1 inhibitor	ZTA counter	PP1 inh	PREPL inhibitor	HCV core dimer
CC1(c2ccccc2)CC(C)(C)N2C(=O)/C(=C3\SC(=S)NC3=O)c3cccc1c32 (stereo not given)	1	-1	-0.2	-0.8	-3	12	-3	1	2
C/C(=N\Nc1ccc(Cl)c(C(=O)O)c1)c1ccc2c(c1)OCO2	3	10	-0.1	-1.2	2	16	-4	-2	5
O=c1cc(N2CCOCC2)[nH]c(=O)n1Cc1ccc(F)cc1	1	6	0.0	0.3	0	3	0	-5	3
Cc1cc(C(=O)NCCCN2CC(C)CC(C)C2)n(-c2ccccc2)n1 (stereo not given)	-2	-8	0.9	0.4	5	6	0	3	-1
O=C(Nc1ccc(Cl)c(C(F)(F)F)c1)[C@@H]1CC=C[C@@H]2CCN(Cc3ccccc3)C(=O)[C@@H]21	-1	1	0.1	1.9	-2	-22	1	-4	-6
N#CC1=C(N)OC2=C(C(=O)CCC2)C12CCC1(CC2)OCCO1	0	5	-0.2	-3.8	-1	7	1	0	0
Cc1n(Cc2ccccc2)c2cc([N+](=O)[O-])ccc2[n+]1Cc1ccccc1	1	2	0.0	3.8	1	-9	-3	37	-5
CCC(C)(C)NC(=O)C(c1ccncc1)N(C(=O)c1sc(C)nc1C)c1ccc(C)cc1 (stereo not given)	9	-9	-0.2	-2.1	-2	-12	6	20	-4
CCOC(=O)CSc1[nH]c2cc(OC)ccc2c1[N+](=O)[O-]	-2	-9	0.1	-0.2	1	6	-4	10	-2
O=C(CNS(=O)(=O)c1ccc(Br)cc1)N1CCN(Cc2ccccc2)CC1	2	7	-0.1	1.0	-3	-8	-1	8	-7
O=C(Cn1c(C(F)(F)F)nc2ccccc21)c1ccccc1	-5	-4	0.0	0.8	-4	-7	-6	7	1
CCOC(=O)CC(NC(=O)c1ccco1)c1ccc(C)cc1 (stereo not given)	0	-1	-0.1	3.3	2	15	-1	-4	-6
Cc1cccc(-n2nnnc2SCC(=O)c2cc(C)n(CC3CCCO3)c2C)c1 (stereo not given)	3	6	0.3	1.6	4	5	-1	0	4
O=[N+]([O-])c1ccc(Cl)c(/C=N/N2CCN(c3ccccc3)CC2)c1	-1	-3	0.2	1.9	-1	-18	-4	23	-2
O=C(NCC1CCCO1)c1c(O)c2c([nH]c1=O)CCCC2 (stereo not given)	3	5	0.0	0.1	-1	4	-2	9	-8
CCc1ccc(NC(=O)C(CC)c2ccccc2)cc1 (stereo not given)	2	-10	0.1	1.9	-1	-13	0	3	-1
NC(=O)c1ccc2c(c1)S(=O)(=O)c1ccccc1C2=O	-7	-26	0.2	1.3	1	-17	-1	16	0
CNc1nc2[nH]c(=O)c3c(c2s1)OC(N)=C(C#N)C3c1ccccc1 (stereo not given)	-1	1	9.7*	-1.1	6	9	0	4	-10
O=C(c1ccco1)N1CCN(Cc2nnnn2C2CCCCC2)CC1	1	3	0.0	-0.3	-3	3	-1	24	-16
CCN(CC)CCCN1C(=O)C(=O)/C(=C(/O)c2ccc(C)cc2)C1c1ccccn1 (stereo not given)	1	8	-0.1	-0.2	-3	-10	2	7	-7
O=C1CCN(N=Nc2cccc(Cl)c2)N1	0	-6	0.1	-0.6	6	5	-5	22	6
C=CCNC(=O)C1CCC(C(=O)NCC=C)CC1 (stereo not given)	3	-21	0.3	3.0	-3	-9	-6	0	-1
C=CCOC(=O)C1=C(C)Nc2nnnn2C1c1ccc(OC)cc1OC (stereo not given)	1	7	-0.1	-0.4	-1	8	-3	2	3
NC(=O)CC(NC(=O)c1ccc(Br)cc1)c1ccc(NCc2ccc(F)cc2)c([N+](=O)[O-])c1 (stereo not given)	1	-4	0.2	2.7	11	2	19*	4	10
COc1ccccc1CNC(=O)c1cc(C)nn1-c1ccccc1	-6	-10	0.1	-1.2	0	-5	0	-3	1
COc1ccc(C(C(=O)NC2CCCC2)N(C(=O)c2csnn2)C2CC2)cc1 (stereo not given)	-1	-9	0.0	-0.7	-5	-4	3	-4	5
Oc1ccc(/C=N/n2c(-c3ccccc3)n[nH]c2=S)cc1	0	-18	0.1	3.6	1	-4	-4	-14	-7
O=C(COC(=O)C1CCN(S(=O)(=O)c2ccc3c(c2)OCCO3)CC1)Nc1ccccc1OC(F)F	0	4	-0.2	1.1	15	4	2	4	-2
O=C(Nc1ccccc1Cl)c1cccc(NC(=O)C2C3CC4OC(=O)C2C4C3)c1 (stereo not given)	3	1	-0.1	1.2	-3	-4	0	14	-10
CC(C)(CO)CN1CCC(n2nccc2NC(=O)C2CCCC2)CC1	1	1	0.3	-0.2	1	11	0	-3	0
CCc1nc(SCc2ccc(Cl)cc2)n[nH]1	-3	5	0.2	3.2	1	8	-2	8	1
Cc1ccc(S(=O)(=O)Cc2cc(-c3ccc(Cl)cc3)no2)cc1	0	-4	0.1	0.2	3	2	-1	-88	1
O=C1CC(c2ccccc2)Oc2cc(O)cc(O)c21 (stereo not given)	-3	2	0.1	3.1	-4	6	-1	-23	3
C=CCC(CC(O)COCCC)C(=O)NNC(=S)Nc1ccccc1 (stereo not given)	-1	-4	0.4	1.3	0	5	1	9	-8
O=C(Cc1ccc(Cl)cc1)Nc1ccccc1C(=O)Nc1ccc(C(=O)O)cc1	-5	2	0.0	-0.9	-2	6	-1	0	-3
COc1ccc(Cl)cc1NC(=O)C1CSC(c2ccncc2)=N1 (stereo not given)	-3	-9	0.0	1.2	-1	-1	-3	8	-2
Cc1ccc(N2C(=O)C3N=NN(CC(=O)N4N=C(c5cccc6ccccc56)CC4c4ccccc4)C3C2=O)cc1 (stereo not given)	1	8	0.2	1.8	-1	13	30*	9	17
Cc1cccc(N(CC(=O)N2CCc3ccccc3C2)S(C)(=O)=O)c1C	0	-6	0.2	3.1	3	-4	0	-22	-10
O=[N+]([O-])c1ccc(CSc2ccc(-c3ccccn3)nn2)cc1	0	0	0.1	1.0	0	-6	-4	26	4
COC(=O)C1C(=O)C2=C(CC1C)NC(C)=C(C(=O)OCCOc1ccccc1)C2c1ccc(C)o1 (stereo not given)	-2	-3	-0.1	3.3	-4	-27	3	19	2
Cc1ccc(CCN2C(Nc3ccccc3)=NC[C@@H]2C)cc1	-4	-3	-0.3	2.7	2	-15	-1	-11	-6
CCN(Cc1nc2cc(Cl)ccc2c(=O)[nH]1)C(=O)c1ccc(C)c(NC(=O)c2ccco2)c1	/	/	-0.1	0.8	/	-5	-1	9	/
COc1ccc(OC)c(C2C(C(C)=O)=C(O)C(=O)N2Cc2cccnc2)c1 (stereo not given)	-3	0	0.0	2.8	3	-13	1	1	2
O=C(N/N=C/c1ccc(N2CCCCC2)o1)c1ccccc1[N+](=O)[O-]	7	4	0.5	-2.1	2	5	0	15	-1
COc1ccc(C)cc1NC(=O)CCNS(=O)(=O)c1ccc2c(c1)CCC(=O)N2	-1	3	0.1	1.5	2	4	-3	7	-5
COC(=O)c1ccc(NC(=O)CN(c2ccc(C)cc2)S(=O)(=O)c2c(C)nn(C)c2C)cc1	-2	-9	0.0	2.1	-1	-4	1	-1	4
Cc1[nH]n(S(=O)(=O)Cc2ccccc2)c(=O)c1N=Nc1ccccc1Cl	2	2	-0.3	1.8	-1	16	2	-25	9
c1ccc(C(c2nnnn2C2CCCC2)N2CCN(c3nc4ccccc4s3)CC2)cc1 (stereo not given)	0	-5	0.1	-0.1	0	-4	0	28	5
O=C(Cc1ccccc1)N1CCCC(c2nc(-c3ccc(S(=O)(=O)N4CCCC4)cc3)no2)C1 (stereo not given)	0	-4	0.0	3.1	0	-7	2	0	-3
COC(=O)c1cc(OC)c(OC)c(OC)c1NC(=O)c1ccc(S(=O)(=O)N(C)C)cc1	1	0	0.1	-2.6	2	-2	1	-8	-1

The listing continues:
SMILES	CTSL1 counter	EBNA-1 inhibitor	Efflux pump mplx	PP5 inh	TPT1 inhibitor	ZTA counter	PP1 inh	PREPL inhibitor	HCV core dimer
N/C(=N\OC(=O)c1ccc(Cl)cc1Cl)c1ccncc1	-2	0	0.0	0.5	-1	5	1	-10	2
COc1ccccc1N1CCN(C(=O)c2ccc3c(c2)CCN3S(=O)(=O)c2ccccc2)CC1	-2	3	0.1	2.4	-4	2	-2	3	21
O=C(/C=C/c1ccc([N+](=O)[O-])cc1)/C=C/c1ccco1	3	5	0.2	-0.2	27*	14	12	9	-24
CCOC(=O)CN(C(=O)CSc1nnc(Cc2ccccc2)n1-c1ccc(C)cc1)c1ccccc1	0	7	-0.1	1.7	-4	-9	3	13	12
O=C(Nc1ccccc1)OCCNC(=O)c1cccc(Cl)c1	5	1	0.2	1.5	2	0	-1	0	3

Entries above that contain an aryl methoxy group, in the order listed:
SMILES	CTSL1 counter	EBNA-1 inhibitor	Efflux pump mplx	PP5 inh	TPT1 inhibitor	ZTA counter	PP1 inh	PREPL inhibitor	HCV core dimer
CCOC(=O)CSc1[nH]c2cc(OC)ccc2c1[N+](=O)[O-]	-2	-9	0.1	-0.2	1	6	-4	10	-2
C=CCOC(=O)C1=C(C)Nc2nnnn2C1c1ccc(OC)cc1OC (stereo not given)	1	7	-0.1	-0.4	-1	8	-3	2	3
COc1ccccc1CNC(=O)c1cc(C)nn1-c1ccccc1	-6	-10	0.1	-1.2	0	-5	0	-3	1
COc1ccc(C(C(=O)NC2CCCC2)N(C(=O)c2csnn2)C2CC2)cc1 (stereo not given)	-1	-9	0.0	-0.7	-5	-4	3	-4	5
COc1ccc(Cl)cc1NC(=O)C1CSC(c2ccncc2)=N1 (stereo not given)	-3	-9	0.0	1.2	-1	-1	-3	8	-2
COc1ccc(OC)c(C2C(C(C)=O)=C(O)C(=O)N2Cc2cccnc2)c1 (stereo not given)	-3	0	0.0	2.8	3	-13	1	1	2
COc1ccc(C)cc1NC(=O)CCNS(=O)(=O)c1ccc2c(c1)CCC(=O)N2	-1	3	0.1	1.5	2	4	-3	7	-5
COC(=O)c1cc(OC)c(OC)c(OC)c1NC(=O)c1ccc(S(=O)(=O)N(C)C)cc1	1	0	0.1	-2.6	2	-2	1	-8	-1
COc1ccccc1N1CCN(C(=O)c2ccc3c(c2)CCN3S(=O)(=O)c2ccccc2)CC1	-2	3	0.1	2.4	-4	2	-2	3	21
